hiPSC survival = increases survival of single human iPS cells; hiPSC single-cell survival, ATPlite luminescence; 100% = ROCK inhibitor wells, 0% = DMSO; survival enhancement, % at 20 µM; 360,000 compounds, 0.044% hits; AID 602274; in the data active = survival enhancement above about 18%;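 also: cells exposed to compounds for 16 hours before the ATP read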
NR2E3 ag-1 = agonists of human NR2E3 nuclear receptor | CHO-S Gal4-NCOR/VP16-NR2E3 two-hybrid, luciferase | inhibition of corepressor binding, % at 3.98 µM | 360,000 compounds, 0.35% hits | AID 602229;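 active = inhibition above the mean of all tested compounds plus 3 SD, cut at about 70% in these data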;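 also: 0% = DMSO with NR2E3 transfected cells and 100% = cells lacking NR2E3 construct; higher means lower luciferase signal from less NR2E3 corepressor binding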
Target sequence (Q9Y5X4 whole entry, looked up, the tested form may be a part): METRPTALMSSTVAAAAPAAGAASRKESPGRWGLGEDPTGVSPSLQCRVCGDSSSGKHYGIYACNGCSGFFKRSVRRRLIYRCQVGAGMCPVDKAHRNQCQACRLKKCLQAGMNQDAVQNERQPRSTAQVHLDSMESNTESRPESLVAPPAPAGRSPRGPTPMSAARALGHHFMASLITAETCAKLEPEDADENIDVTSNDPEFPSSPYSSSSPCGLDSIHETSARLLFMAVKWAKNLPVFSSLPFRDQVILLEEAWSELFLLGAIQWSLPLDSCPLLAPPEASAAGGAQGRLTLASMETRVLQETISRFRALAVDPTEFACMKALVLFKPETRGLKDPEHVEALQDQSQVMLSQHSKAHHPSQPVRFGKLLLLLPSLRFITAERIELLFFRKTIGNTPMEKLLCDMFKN
C8 TRAIL sens = caspase-8 TRAIL sensitization; NB7+C8 cells + TRAIL, ATPlite viability luminescence; inhibition (viability loss, TRAIL sensitization), % at 10 µM; 360,000 compounds, 1% hits; AID 624354;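 active = compounds causing at least 50% loss of cell viability in the single-dose screen, relative to plate controls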
CF NFkB block = cystic fibrosis NF-kB activation inhibition | KKLEB NF-kB-GFP reporter, PAF-induced, GFP fluorescence overnight | inhibition, % at 5 µM | 360,000 compounds, 0.86% hits | AID 588850;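 active = at least 50% inhibition at 5 µM, scaled per plate between neutral and stimulator controls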;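 also: PAF is a Pseudomonas aeruginosa culture filtrate used as stimulus; plate controls were PAF-stimulated DMSO wells for no effect and unstimulated DMSO wells for full effect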
HIF-2a inh = inhibitors of HIF-2a; 786-0 RCC cells HIF-2a reporter, luciferase luminescence, overnight; inhibition, % at 18.8 µM; 360,000 compounds, 0.72% hits;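 active = inhibition of the luminescence signal of 40% or more relative to plate controls, in a single-dose primary screen at 18.75 µM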
Shn3 3UTR inh = inhibitors of Schnurri-3 3'UTR reporter in osteoblasts; Clone20 osteoblast Shn3 3'UTR firefly luciferase, 24 h; inhibition, % at 12.5 µM; 360,000 compounds, 0.52% hits;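 active = mean inhibition of at least 75% with every replicate also reaching 75%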;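 also: 0% = median of neutral control wells and 100% = pilot-screen positive control compound; some compounds past the cut are filed as inactive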
TRPM1 prom inh = inhibitors of MITF-driven TRPM1 promoter in melanoma cells. SK-MEL-5 TRPM1 promoter luciferase, 24 h. inhibition, % at 12.5 µM. 330,000 compounds, 0.83% hits. AID 488899;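 active = mean inhibition across replicates of 60% or more, whatever share of single replicates reaches that level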; also: values of inactives mirror those of a sister screen read the other way
EBV LMP1 NFkB = reduces LMP1-driven NF-kappaB luciferase signal; LMP1-induced NF-kappaB luciferase reporter cells, luminescence; 350,000 compounds, 0.69% hits; AID 504558; inhibition, % at 12.5 µM; in the data active = inhibition above about 41%;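 also: 0% = neutral control wells and 100% = reference inhibitor control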
Peg3 promoter = inhibitors of Peg3 promoter; 360,000 compounds, 1.7% hits; HeLa PEG-Prom luciferase reporter, luminescence, overnight; inhibition, % at 20 µM; AID 588405;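 active = inhibition of at least 50% at 20 µM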
NR2E3 ag-2 = activates human photoreceptor nuclear receptor NR2E3. GST-NR2E3/biotin-RetCOR TR-FRET, 1536-well. Q9Y5X4. 320,000 compounds, 0.12% hits. AID 2300. inhibition of corepressor binding, % at 4.78 µM;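 active = percent inhibition above the cutoff of mean plus 3 SD of all tested compounds, set per screening campaign, cut at about 20% in these data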;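 also: 0% = DMSO wells and 100% = biotin wells as full block of FRET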
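Material – GST-tagged NR2E3 plus biotinylated RetCOR corepressor · Quantity – NR2E3 fusion 1.35 nM · Times – 5 h incubation at 4 °C · Medium – pH 7.5 Tris-based buffer · Technique – TR-FRET, Eu(K)-anti-GST donor, streptavidin-D2 acceptor, ex 340, em 617/671 nm · Benchmarks – high control biotin, low control 0.6% DMSO · Format – 1536-well plates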
KKLEB tox = counter-screen for CF NF-kB inhibitors: cytotoxicity; KKLEB CF airway cells viability, ATPlite luminescence, overnight; hits give low values; cells stimulated with P. aeruginosa culture filtrate; activity change (cytotoxicity), % at 5 µM; 360,000 compounds, 0.36% hits; AID 602141;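 active = corrected activity change at or below -50% at 5 µM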
Starred values were filed as active, the others as inactive; / = not tested or not shown. This is a subset (hit frequency here may not be typical).

SMILES | hiPSC survival | NR2E3 ag-1 | C8 TRAIL sens | CF NFkB block | HIF-2a inh | Shn3 3UTR inh | TRPM1 prom inh | EBV LMP1 NFkB | Peg3 promoter | NR2E3 ag-2 | KKLEB tox
COc1cc2nc(CN3CCN(S(=O)(=O)c4c(F)cccc4F)CC3)[nH]c(=O)c2cc1OC | 0.8 | -21 | -11 | -12 | 22 | 5 | 3 | -7 | 9 | -1 | 1
Cc1ccccc1NC(=O)CCNS(=O)(=O)c1ccc2c(c1)CCC(=O)N2 | -0.1 | -15 | 5 | -4 | 9 | 6 | 3 | -5 | 1 | 1 | 3
O=c1[nH]c2ccccc2n1C1CCCCC1 | -1.2 | 1 | -24 | 6 | 0 | -21 | 7 | -5 | 5 | -2 | -2
CCCSc1nc2c(c(=O)[nH]c(=O)n2C)n1CC(O)COc1ccccc1 (stereo not given) | 0.2 | 5 | -11 | -5 | 27 | -16 | -45 | 4 | 16 | 1 | 4
C=CCSC1=N/C(=C\c2cc(OC)c3c(c2)OCO3)C(=O)S1 | 2.6 | -31 | -7 | 2 | 7 | 2 | 12 | 1 | -4 | -2 | 1
OCCNc1ncnc2c1ncn2[C@H]1CN(Cc2ccc(Cl)cc2)C[C@@H](CO)O1 | -2.4 | -11 | -3 | -1 | 12 | 4 | / | / | -7 | / | 13
Cc1cc(N)nc(=O)n1C1CC(O)C(CO)O1 (stereo not given) | -0.3 | 10 | -19 | 1 | -1 | -15 | 15 | 87* | -11 | / | 1
CS(=O)(=O)c1cccc(C(=O)Nc2nnc(C3=COCCO3)o2)c1 | 0.0 | 8 | 8 | -18 | 5 | -7 | 5 | 0 | -5 | 3 | -5
O=C(C1=C[C@H](c2ccccc2)C[C@H](OCCCCO)O1)N1CCN(Cc2ccccc2)CC1 | 0.3 | -30 | -8 | 9 | -5 | -4 | 9 | -1 | 7 | -2 | -2
O=C(NCCCn1ccnc1)c1cn(Cc2ccc(F)cc2)nn1 | 3.5 | -13 | 20 | 7 | 14 | -22 | -1 | -4 | 6 | 1 | 8
CC1=Nc2ccccc2N=C(NC(=O)CSc2nnnn2-c2ccccc2)C1c1ccccc1 (stereo not given) | -1.9 | -28 | 0 | 4 | 3 | 3 | 6 | -4 | 21 | -1 | -5
O=C(CN(C(=O)CNC(=O)c1ccco1)c1ccc(F)cc1)NC1CCCCC1 | 0.6 | -66 | -27 | -5 | 5 | -13 | 8 | 0 | 4 | 5 | 1
Cc1ccc(S(=O)(=O)N2CCCN(C(=O)c3ccc(-n4nccc4C)cc3)CC2)cc1 | -0.5 | 5 | 10 | 27 | 4 | -10 | 2 | 3 | 5 | / | 13
Cc1nc2ccc(NC(=O)c3nn(CC(C)C)c(=O)c4ccccc34)cc2s1 | 0.1 | -24 | -1 | -13 | -47 | -10 | 12 | -21 | -43 | 1 | 4
CCOCCn1ccc2c(OCC(=O)Nc3ccccc3F)cccc2c1=O | 0.3 | 5 | 5 | 1 | -37 | 1 | -19 | -4 | -32 | -2 | 13
COc1ccc(N(C)C(=O)c2ccc(NC(=O)CCS(=O)(=O)c3cccs3)cc2)cc1 | -0.2 | -7 | 6 | 2 | 3 | 6 | 1 | -6 | 15 | 2 | -4
COCC#Cc1ccc2c(c1)O[C@@H](CN(C)C(=O)Nc1ccc(OC)cc1)[C@H](C)CN([C@H](C)CO)S2(=O)=O | -0.6 | -27 | -16 | 14 | 3 | 0 | / | -2 | -13 | / | -9
Cc1ccc(OCC(=O)NC(=S)Nc2cccc(NC(=O)c3ccc(Cl)cc3Cl)c2)cc1 | -0.2 | -15 | 20 | 20 | -4 | -1 | -1 | -1 | -3 | 1 | -27
CCOc1cc(CNCc2ccncc2)cc(Br)c1OCc1ccccc1F | -2.9 | 23 | 11 | -15 | -3 | 57 | 0 | 17 | -9 | 0 | -1
COc1cccc(CNC(C)C(=O)Nc2ccc(S(=O)(=O)N3CCCC3)cc2)c1 (stereo not given) | 0.3 | 4 | 13 | -2 | 6 | 17 | 5 | -4 | 2 | / | -14
COCc1cccc(-c2csc(C(C)(NC(C)=O)c3ccccc3)n2)c1 (stereo not given) | -0.6 | -15 | -8 | -22 | -9 | -2 | / | / | 10 | / | 7
COc1ccc(-c2cccc(C(=O)N3CCOCC3)c2)cc1 | 0.4 | -41 | 4 | 3 | -99 | -15 | -30 | -13 | -62 | 0 | -3
Nc1nnc(CC(=O)N/N=C/c2ccccc2OCc2ccc(F)cc2)s1 | -0.4 | -12 | 15 | -19 | 1 | 7 | / | / | -68 | -2 | 13
O=C(Cc1c(C(=O)O)[nH]c2ccccc12)NCCN1CCN(c2ccccc2F)CC1 | -1.8 | 1 | -7 | -20 | 21 | -7 | 10 | 0 | 11 | 2 | -40
COc1ccc(C(=O)NC(=S)Nc2cccc3cc(O)ccc23)cc1OC | 0.1 | -7 | 2 | -17 | 3 | 7 | 6 | -1 | 29 | -1 | 3
COc1ccccc1NC(=O)Nc1nn(C)c2cccc(N(C)C)c12 | 0.1 | 5 | -22 | 0 | 7 | -4 | -33 | 5 | 10 | 0 | -28
N#Cc1c2c(c(NCc3cccnc3)n3c1nc1ccccc13)CCC2 | 1.3 | -21 | -7 | -16 | 18 | -4 | 1 | 4 | 23 | -1 | -15
O=C1CCCC/C1=C/Nc1cccc(C(F)(F)F)c1 | -0.3 | -38 | 2 | -3 | -59 | -23 | 2 | -1 | -52 | -1 | 20
Cc1cc(NC(=O)C2CC(=O)OC2c2ccccc2)no1 (stereo not given) | -0.1 | -16 | -26 | -4 | 9 | 15 | 1 | -3 | 14 | 0 | 9
COc1ccc(C2NC(=O)NC(C)=C2C(=O)OCc2ccccc2)cc1 (stereo not given) | 0.0 | -33 | -4 | 9 | 21 | -4 | 9 | -7 | 12 | 0 | -14

The closing 2 records of the part above are carried over, then new ones follow:
SMILES | hiPSC survival | NR2E3 ag-1 | C8 TRAIL sens | CF NFkB block | HIF-2a inh | Shn3 3UTR inh | TRPM1 prom inh | EBV LMP1 NFkB | Peg3 promoter | NR2E3 ag-2 | KKLEB tox
Cc1cc(NC(=O)C2CC(=O)OC2c2ccccc2)no1 (stereo not given) | -0.1 | -16 | -26 | -4 | 9 | 15 | 1 | -3 | 14 | 0 | 9
COc1ccc(C2NC(=O)NC(C)=C2C(=O)OCc2ccccc2)cc1 (stereo not given) | 0.0 | -33 | -4 | 9 | 21 | -4 | 9 | -7 | 12 | 0 | -14
CCCN(CC(=O)Nc1ccc(F)c(F)c1F)C(=O)C1=COCCO1 | 1.2 | -9 | -9 | -8 | 6 | -2 | 4 | -5 | 5 | 3 | 10
O=C(c1cc(-c2ccc(O)cc2)on1)N1CCN(c2ccccc2)CC1 | 0.9 | -7 | 22 | -5 | -50 | -17 | -5 | -29 | -26 | 0 | 15
COc1ccc(OC)c(/C=N/NC(=O)CCN2CCN(C(c3ccccc3)c3ccccc3)CC2)c1 | 2.1 | -5 | -3 | 16 | 9 | 11 | 5 | 2 | 7 | 3 | -1
O=C(NCC1CCCO1)C1CC(=O)N(c2ccc(Cl)cc2)C1 (stereo not given) | -0.5 | 16 | -10 | -1 | 8 | -5 | -12 | -6 | -26 | -2 | 4
Cc1nn(Cc2ccccc2)c2ncccc12 | 0.2 | -10 | 5 | 20 | 20 | -2 | 14 | -1 | 11 | 4 | -19
COc1ccc(-c2nc(C#N)c(N3CCN(c4ccccc4)CC3)o2)cc1 | 0.3 | -9 | -15 | 25 | -30 | -9 | 2 | 2 | 2 | 5 | -23
NNC(=O)CCS(=O)(=O)c1ccc2ccccc2c1 | -0.8 | -6 | -5 | 7 | 13 | 1 | 13 | -4 | 5 | -2 | 6
Cc1cc(C)n(C(=O)CNc2cccc(Cl)c2C)n1 | 1.8 | -6 | 6 | -26 | -2 | 8 | -12 | 0 | -20 | 3 | 5
Cc1cc(C)c(S(=O)(=O)N2CCN(C(=O)CCn3nc(C)c(C)c3C)CC2)c(C)c1 | 0.7 | 6 | 9 | -11 | 20 | 8 | 10 | -1 | 18 | -1 | 5
CCC1CCCCN1C(=S)Nc1ccc(C(C)=O)cc1 (stereo not given) | 0.8 | -15 | 15 | 0 | -30 | 6 | -8 | -7 | -33 | 2 | -5
Cc1cc(NC(=O)CCN2CC(C)OC(C)C2)ccc1Br (stereo not given) | -0.5 | 15 | 4 | 16 | 6 | 10 | -2 | 2 | 0 | / | -2
Cc1ccc(Nc2nc(N)nc(CN3CCN(Cc4ccc5c(c4)OCO5)CC3)n2)c(C)c1 | -2.0 | -16 | -4 | -2 | 4 | 3 | 21 | -4 | 9 | 2 | -5
Cc1ccc(Nc2ccc(S(=O)(=O)N3CCOCC3)cc2[N+](=O)[O-])cc1C | 0.7 | -3 | 11 | 4 | 14 | 28 | 4 | -12 | 25 | 0 | -8
O=C(COC(=O)CCC(=O)c1cccs1)NCc1ccccc1 | -0.3 | -13 | -2 | -9 | 11 | -8 | -16 | -4 | 2 | -3 | 8
CCOc1ccc(S(=O)(=O)N2CCN(c3ccccc3F)CC2)c2cccnc12 | 5.8 | 13 | -10 | 27 | 27 | 26 | 19 | -1 | 16 | -3 | 7
CC1CCCCC1NC(=O)c1cc(Cl)nc2ccccc12 (stereo not given) | -0.8 | -17 | -3 | 4 | 22 | -17 | / | 2 | 14 | / | 3
CCN(CC)S(=O)(=O)c1ccc(Cl)c(NC(=O)COc2ccc(OC)cc2[N+](=O)[O-])c1 | -1.1 | -29 | -7 | 13 | 21 | -13 | -16 | 7 | 19 | -3 | -5
Cc1ccc(C2(C)NC(=O)N(CC(=O)N(c3ccccc3)C3CCS(=O)(=O)C3)C2=O)cc1 (stereo not given) | -0.9 | -10 | -7 | 17 | 3 | 16 | 6 | -9 | -12 | / | -4
CS(=O)(=O)N1CCC(Oc2ccccc2C(=O)N2CCN(CC3CC3)CC2)CC1 | -0.8 | -12 | -7 | -7 | 11 | 4 | 6 | -8 | -1 | -2 | 9
COc1ccc(C2C(C(=O)Nc3ccc(OC)c(OC)c3)c3ccccc3C(=O)N2C)cc1 (stereo not given) | 2.3 | 9 | -11 | 10 | 20 | 9 | 13 | -4 | 11 | -2 | -3
COc1ccc(CNC(=O)CCC2N=C3c4ccccc4N=C(SCC(=O)NCC4CCCO4)N3C2=O)cc1 (stereo not given) | 1.1 | -17 | -7 | 25 | 4 | -2 | -17 | 4 | -1 | -3 | 6
CC(=O)Nc1c(Nc2ccccc2)c2ccccc2oc1=O | -0.2 | 5 | 18 | -5 | 11 | -5 | -9 | -1 | 7 | 0 | 7
CCCCCC(=O)N1C[C@H](O)[C@@H](n2cc(COC(=O)c3ccccc3)nn2)C[C@@H]1c1ccccc1 | 1.0 | -23 | -7 | -26 | -2 | -3 | / | -1 | 1 | / | 1
O=C(Cc1ccccc1)Nc1ccc(C(=O)NCc2ccccc2)cc1 | 0.1 | 5 | -3 | -3 | 7 | 7 | -4 | 8 | -2 | -1 | 1
